SUMO1-SIM PPI – modulators of SUMO1 protein-protein interactions, primary screen, biochemical, uHTS; Small ubiquitin-related modifier 1 (Homo sapiens), P63165; SUMO1 binding to a labelled peptide, TR-FRET, 1 h; inhibition, % at 20 µM; 0.33% of 360,000 active; AID 602429, 2012; in the data active means inhibition above about 37%
Tb MetRS inh – T. brucei MetRS inhibitors, primary screen, biochemical, luminescence; purified T. brucei MetRS, ATP depletion, Kinase-Glo luminescence; inhibition, % at 11.9 µM; 0.4% of 360,000 active; AID 624268, 2012;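 active means inhibition above a per-plate cutoff of the control wells' mean inhibition plus 3 SD, cut at about 5.5% in these data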;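 further: 0% = DMSO wells median and 100% = median of wells with control inhibitor compound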
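Material: T. brucei methionyl-tRNA synthetase, purified; reagent: substrates ATP, L-methionine and bulk Escherichia coli tRNA; dosing: 11.9 µM single point; timing: 15 min plus 2 h at 25 °C; detection: luminescence of leftover ATP; evaluation: % inhibition; control set: DMSO-only wells as low control; replicates: singlicate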
LMPTP inh – LMPTP phosphatase inhibitors, primary screen, biochemical, fluorescence intensity, uHTS; inhibition, % at 20 µM; AID 651560, 2012; 0.22% of 360,000 active; recombinant LMPTP-A, OMFP fluorogenic substrate;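 active means compounds that cut the enzyme signal by at least half of the control window in the single-dose screen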;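 further: plate controls were DMSO wells with enzyme plus substrate for no effect and substrate without enzyme for full effect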
Target sequence (P24666 whole entry, looked up): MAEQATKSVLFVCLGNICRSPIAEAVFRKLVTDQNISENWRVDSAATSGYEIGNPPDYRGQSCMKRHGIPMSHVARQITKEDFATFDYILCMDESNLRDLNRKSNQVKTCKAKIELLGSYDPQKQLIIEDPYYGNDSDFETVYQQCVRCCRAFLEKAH
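Assay system: LMPTP-A phosphatase enzyme | Input: 0.625 nM enzyme | Also added: Fluorogenic phosphatase substrate OMFP at 400 µM final | Compound dosing: One test concentration per compound, 20 µM, with 3% DMSO overall | Schedule: 50 min enzyme reaction at room temperature, protected from light | Signal: Fluorescence intensity | Benchmarks: no-enzyme and uninhibited controls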
Scp1 inh – Scp-1 phosphatase inhibitors, primary screen, biochemical, colorimetric, uHTS; Recombinant Scp1, phosphopeptide, malachite green phosphate absorbance; inhibition, % at 20 µM; Carboxy-terminal domain RNA polymerase II polypeptide A small phosphatase 1 (Homo …; AID 493091, 2011; 0.88% of 340,000 active;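 active means inhibition above about 50% at 20 µM, limit read from the data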;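 further: plate controls were DMSO wells with enzyme for no effect and wells lacking enzyme for full effect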
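System: SCP-1 catalytic domain; Reagent: Phospho 17-mer peptide substrate; Doses: one concentration, 20 µM, with 1.0% DMSO; Incubation: 45 min room-temperature reaction, 5 min colour, 30 min stabiliser; Signal: Phosphate-binding colour reagent, absorbance read at 630 nm.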
CSN deneddyl inh – inhibitors of CSN-mediated cullin deneddylation, primary screen, biochemical, fluorescence polarization, uHTS; COP9 signalosome complex subunit 5 (Homo sapiens), Q92905; Purified CSN, SCF-Nedd8-OG deneddylation; inhibition, % at 12.5 µM; 0.38% of 360,000 active; AID 651999, 2013;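 active means pattern-corrected inhibition above about 35%, with an unprinted fluorescence ratio check between 0.5 and 1.5, limit read from the data, passing the limit was not always enough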;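 further: 0% = enzyme with substrate and 100% = substrate without enzyme; some results filed as inactive read as strong as hits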
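assay system = purified human Csn5 enzyme expressed in HEK293T cells | amount = 0.24 nM enzyme | buffer or medium = Tris/NaCl/DTT buffer, pH 7.5 | reagent = 10 nM SCFSkp2-Nedd8OG | compound = one concentration, 12.5 µM, 0.25% DMSO | times = 90 min reaction at room temperature | signal = FP | read-out basis = % inhibition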
PABP1 MLLE inh – inhibitors of PABP1 MLLE–PAM2 peptide binding, primary screen, biochemical, fluorescence polarization, FITC-PAM2, GST-MLLE; Polyadenylate-binding protein 1 (Homo sapiens), P11940; inhibition, % at 20 µM; 0.36% of 360,000 active; in the data active means inhibition above about 35%, passing the limit was not always enough;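 further: plate controls were DMSO wells with GST-MLLE for no effect and wells lacking GST-MLLE protein for full effect; some results filed as inactive read as strong as hits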
Rpn11 inh – Rpn11 (PSMD14) deubiquitinase inhibitors, primary screen, biochemical, fluorescence polarization, uHTS; human 26S proteasome, Ub4-pepOG fluorescence polarization; 20S core pre-blocked with epoxomicin; calls only at 20 µM; 0.59% of 360,000 active; AID 588493, 2011;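 active means inhibition at 20 µM, scaled to each plate's controls, above about 33%, limit read from the data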
Target sequence (O00487 whole entry, looked up): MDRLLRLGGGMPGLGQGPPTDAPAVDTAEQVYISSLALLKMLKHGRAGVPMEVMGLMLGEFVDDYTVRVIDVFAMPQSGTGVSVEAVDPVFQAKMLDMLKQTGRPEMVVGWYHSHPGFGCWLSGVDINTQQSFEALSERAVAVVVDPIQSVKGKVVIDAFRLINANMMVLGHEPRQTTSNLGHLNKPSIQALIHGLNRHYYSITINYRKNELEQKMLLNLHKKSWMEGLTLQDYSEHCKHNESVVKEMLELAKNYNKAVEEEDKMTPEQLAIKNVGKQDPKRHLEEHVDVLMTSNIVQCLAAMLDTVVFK
DNMT1 block – human DNMT1 methyltransferase inhibitors, primary screen, biochemical, molecular beacon, fluorescence, HinP1I cleavage, uHTS; 0.83% of 360,000 active; DNA (cytosine-5)-methyltransferase 1 (Homo sapiens), P26358; inhibition (reported as % activation of signal), % at 10 µM; in the data active means inhibition above about 50%
NadD block – inhibitors of S. aureus NadD, primary screen, biochemical, colorimetric, uHTS | Nicotinate-nucleotide adenylyltransferase NadD (Staphylococcus aureus N315) | inhibition, % at 20 µM | purified NadD enzyme, colorimetric absorbance read-out | 0.78% of 360,000 active; in the data active means inhibition above about 26%; further: some compounds past the cut are filed as inactive
STEP inh – STEP phosphatase inhibitors, primary screen, biochemical, fluorescence intensity, uHTS | Tyrosine-protein phosphatase non-receptor type 5 (Homo sapiens), P54829 | inhibition, % at 20 µM | 0.25% of 360,000 active | AID 588621, 2011 | recombinant STEP, OMFP fluorogenic substrate;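 active means inhibition at 20 µM, scaled per plate between control wells, above about 37%, limit read from the data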;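 further: 0% = DMSO with enzyme and substrate and 100% = substrate only without enzyme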
Target sequence (P54829 whole entry, looked up): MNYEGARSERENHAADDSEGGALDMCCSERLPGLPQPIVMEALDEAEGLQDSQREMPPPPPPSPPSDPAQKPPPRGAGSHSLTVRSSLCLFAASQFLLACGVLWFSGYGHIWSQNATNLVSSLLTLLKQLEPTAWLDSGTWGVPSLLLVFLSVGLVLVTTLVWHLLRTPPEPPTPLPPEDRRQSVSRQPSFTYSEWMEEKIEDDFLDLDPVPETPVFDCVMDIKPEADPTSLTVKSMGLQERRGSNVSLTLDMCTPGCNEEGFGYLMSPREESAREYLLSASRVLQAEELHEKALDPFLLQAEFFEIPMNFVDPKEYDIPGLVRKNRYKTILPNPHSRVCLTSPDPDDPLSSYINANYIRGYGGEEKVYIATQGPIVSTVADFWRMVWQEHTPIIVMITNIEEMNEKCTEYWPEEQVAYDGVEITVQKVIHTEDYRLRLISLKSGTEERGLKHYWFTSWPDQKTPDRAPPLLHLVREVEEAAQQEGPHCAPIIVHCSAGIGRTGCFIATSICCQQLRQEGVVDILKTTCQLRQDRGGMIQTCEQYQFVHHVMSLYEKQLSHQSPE
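Assay system: isolated STEP enzyme / Timing: 20 min at room temperature, dark / Doses: 20 µM, 1% DMSO / Technique: fluorescence intensity, excitation 480 nm, emission 540 nm / Reagent: fluorogenic phosphatase substrate OMFP at 25 µM final / Measure: percent inhibition scaled to no-enzyme and uninhibited-enzyme controls, plate-pattern corrected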
The depositor's hits bear a star; i = inactive; + = active, no number; & = joins results of further samples; ! = repeats disagree.

Results follow in this order: CSN deneddyl inh	NadD block	Tb MetRS inh	Rpn11 inh	SUMO1-SIM PPI	Scp1 inh	PABP1 MLLE inh	LMPTP inh	STEP inh	DNMT1 block
> CCN(CC)C(=O)c1ccc2c(c1)nnn2C
→ -3	0	2.4	i	2	-5	-14	-1.7	6	3
> Cc1ccc(Cl)c2c1NC(=O)C2=O
→ -2	-2	0.4	i	-23	-3	-7	-1.1	3	-1
> COc1cc(Br)c(-c2sc(Nc3ccccc3)n[n+]2-c2ccccc2)cc1OC
→ 0	3	0.1	i	9	5	5	0.8	0	-6
> CCN(C(=O)CSc1ncccn1)c1c(N)n(Cc2ccccc2)c(=O)[nH]c1=O
→ 2	-2	-0.4	i	-1	-3	2	-0.2	-3	1
> O=C(COc1ccccc1F)N1CCc2ccccc2C1
→ -2	-5	-0.2	i	1	-7	16	-0.2	1	0
> O=C(CNc1ccccc1)N/N=C/c1c(O)ccc2ccccc12
→ 8	4	0.7	i	-2	-10	-2	3.8	0	-6
> Cn1c(=O)c(=O)n(C)c2cc(N3CCCC3)c(NS(=O)(=O)c3ccc(F)cc3)cc21
→ 0	0	-0.2	i	1	-9	-12	0.7	1	4
> CCCCCCCCCCCCCCCC[n+]1cccc(C(=O)N(CC)CC)c1
→ 4&11	8&22	-0.5&-0.9	+!	38*!	19&22	-5&5	-1.4&-1.8	5&6	-16&20
> Cc1ccc(-n2ncc3c(N4CCC(C(N)=O)CC4)ncnc32)c(C)c1
→ 4	2	-0.6	i	-1	4	3	-1.5	1	1
> COc1ccc(N2CCN(C(=O)Cc3ccc(C)cc3)CC2)cc1
→ -4	-12	-0.4	i	-3	-10	4	-1.7	1	1
> COC(=O)c1cc(C(=O)CSc2nc(C)cc(C)n2)ccc1O
→ 3	-4	1.1	i	-1	-13	1	-1.9	4	0
> Cc1ccc(C)n1-c1ccc(-c2nnc3n2CCCCC3)s1
→ 4	24	0.5	i	5	18	6	2.3	-1	-3
> O=C(NCCNCc1cccs1)c1ccccc1F
→ -4	-2	0.1	i	4	-5	4	-2.1	-5	7
> N#C/C(=C\c1c(N2CCCCC2)nc2ccccn2c1=O)C(=O)NC1CCS(=O)(=O)C1 (stereo not given)
→ -2	1	-0.5	i	-17	-10	4	-0.4	3	-2
> CN(C)/C=C1/OC(=O)C(C#N)=C1c1ccc(Cl)cc1
→ -2	-7	0.5	i	-29	-14	3	-0.9	1	5
> Cc1cccn2cc(-c3ccccc3)nc12
→ 1	-6	-3.0	i	1	-2	-5	-0.2	-1	1
> Cc1ccc(N2C(=O)C3C4CC(=O)C(c5ccccc54)C3C2=O)cc1C (stereo not given)
→ -4	0	0.4	i	3	1	6	-1.9	0	4
> COc1ccc(C(C)NC(=O)CCc2ccccc2)cc1 (stereo not given)
→ 1	-2	-0.3	i	2	-10	4	-1.9	-2	-2
> COC(=O)CNC(=O)C1CCCN1C(=O)OC(C)(C)C (stereo not given)
→ 1	3	0.2	i	4	-3	-6	-1.5	-1	-1
> CNc1nc(NC#N)nc(SC)n1
→ -4	-3	-0.4	i	-5	-4	1	2.2	-1	1
> C=CCOc1ccc(C(=O)Nc2ncn[nH]2)cc1
→ -3	0	-0.5	i	-4	-2	-11	-0.6	1	2
> Cc1ccc(N2CC(C(=O)N3CCCCCC3)CC2=O)cc1 (stereo not given)
→ -4	-3	-0.3	i	1	-5	-11	-1.3	0	-1
> OC(Cn1cccn1)c1ccccc1 (stereo not given)
→ -2	1	-0.2	i	-2	41	13	0.7	-1	3
> Cc1cc2c(c(=O)o1)C(C1C=CCCC1)C(C#N)=C(N)O2 (stereo not given)
→ 3	1	-1.2	i	0	2	-3	-0.7	-1	-3
> Cc1ccc2sc(N(CCCN(C)C)C(=O)c3ccc(S(=O)(=O)N(C)C)cc3)nc2c1C
→ -2	5	-0.4	i	0	1	8	-1.0	-1	-2
> CN1CCN(c2nc3c(c(=O)n(C)c(=O)n3C)n2Cc2ccccc2F)CC1
→ -2	-10	-0.8	i	0	-5	3	-4.5	-1	-1
> CC(=O)c1ccc(OCCn2c(SCC(=O)O)nc3ccccc32)cc1
→ 4	1	1.0	i	7	4	-93	-1.2	-2	2
> CSCC[C@H](NC(=O)C(C)(C)Oc1ccc(Cl)cc1)c1nc2ccccc2[nH]1
→ 4	-5	1.3	i	1	-5	-1	-0.7	0	0
> O=C(Nc1ccc(Cl)cc1)c1ccncc1
→ -1	0	-0.1	i	-2	-6	1	0.5	2	2
> COC(=O)CNS(=O)(=O)c1ccc(C)cc1
→ 4	-8	0.2	i	-1	-6	-12	0.1	0	-2
> COc1ccc(NC(=O)CCN2CCN(S(=O)(=O)c3ccc(OC)cc3)CC2)cc1
→ -8	-1	-0.1	i	3	2	20	0.3	2	3
> Cc1cccc(C(C)C)c1NC(=O)CN1C(=O)NC(Cc2ccccc2)C1=O (stereo not given)
→ -3	-7	-0.1	i	13	-1	12	-0.7	-3	-1
> Cc1ccc(OCC(=O)OC(C)CN2CCCCC2)cc1 (stereo not given)
→ -4	4	0.1	i	0	-5	-2	-2.3	0	-2
> CC1(C)CC(=O)C(C(O)c2ccc([N+](=O)[O-])cc2)C(C)(C)N1 (stereo not given)
→ 5	-5	-0.1	i	-26	-19	-7	0.2	-3	-6
> CCc1ccc2[nH]cc(S(=O)(=O)c3ccc(C)c(C)c3)c(=O)c2c1
→ 7	0	3.0	i	7	-10	14	0.8	2	2
> CCOC(=O)C1=C(C)N(CCCCCC(=O)O)C(=O)NC1c1cccc([N+](=O)[O-])c1 (stereo not given)
→ 3	-2	0.0	i	-4	-6	3	-1.0	1	92*
> Nc1ccc2c(c1)OC1(CCCC1)O2
→ -4	-6	-1.5	i	-2	4	-18	-0.4	-3	-2
> Cc1nnc(SCC(=O)NC(C)(C)C)n1CCc1ccccc1
→ 6	1	-1.1	i	0	-7	-30	-1.6	1	6
> CC(=O)C1C(c2ccc(F)cc2)C2C(C)=NN=C2CC1(C)O (stereo not given)
→ -3	-1	-0.4	i	-1	-5	-20	-1.4	1	1
> C=CCC(C#N)(c1ccc(OC)c(OC)c1)c1cnccn1 (stereo not given)
→ 0	-3	-0.1	i	1	-4	3	-0.1	-2	-2

A draw from above in order of formula weight, rising.
Results follow in this order: CSN deneddyl inh	NadD block	Tb MetRS inh	Rpn11 inh	SUMO1-SIM PPI	Scp1 inh	PABP1 MLLE inh	LMPTP inh	STEP inh	DNMT1 block
> COC(=O)CNS(=O)(=O)c1ccc(C)cc1
→ 4	-8	0.2	i	-1	-6	-12	0.1	0	-2
> C=CCOc1ccc(C(=O)Nc2ncn[nH]2)cc1
→ -3	0	-0.5	i	-4	-2	-11	-0.6	1	2
> Cc1nnc(SCC(=O)NC(C)(C)C)n1CCc1ccccc1
→ 6	1	-1.1	i	0	-7	-30	-1.6	1	6

More structures.
Results follow in this order: CSN deneddyl inh	NadD block	Tb MetRS inh	Rpn11 inh	SUMO1-SIM PPI	Scp1 inh	PABP1 MLLE inh	LMPTP inh	STEP inh	DNMT1 block
> O=c1cc(-c2ccccc2)oc2cccc(O)c12
→ 0	2	1.0	i	-6	-7	7	0.5	2	-2
> COc1cnc(N(C)C)nc1Sc1cccc(Cl)c1
→ 1	-4	-3.0	i	0	-7	33	3.0	-1	-3
> Cc1cc(NCc2ccccn2)n2c(nc3ccccc32)c1C#N
→ 3	4	-0.3	i	11	15	4	1.4	-1	11
> O=C1NC(c2ccccc2)=C(c2ccc3ccccc3n2)C(c2ccncc2)N1 (stereo not given)
→ -5	11	0.8	i	-1	-1	-10	-1.7	2	2
> CC(C)(Oc1ccc(Cl)cc1)C(=O)OCC(=O)NCCc1ccc(S(N)(=O)=O)cc1
→ 1	-6	-0.4	i	4	1	5	-0.9	2	0
> N#CC(=C=[N-])C1=C(C#N)C(c2ccccc2F)C([n+]2ccccc2)C(O)(C2CC2)N1 (stereo not given)
→ 6	8	0.0	i	5	-9	-37	-0.5	-2	-11
> CCCCNC(=O)C1CC(c2ccccc2[N+](=O)[O-])=NO1 (stereo not given)
→ -1	1	-0.3	i	-14	-6	2	-2.8	-2	0
> O=C(NCc1ccc(Cl)cc1)C1CCN(C(=O)c2ccco2)CC1
→ 4	-2	-0.6	i	-2	1	-1	-1.1	-1	-1
> Cn1c2ccccc2c2ncn(Cc3ccc(F)cc3)c(=O)c21
→ 1	2	1.3	i	-6	-4	7	-0.5	0	0
> O=C(NCC(=O)N1CCN(S(=O)(=O)c2cccs2)CC1)c1ccc(Cl)cc1
→ 4	-13	-0.1	i	-5	-9	0	2.0	2	-1
> CN(C)c1nc(OCCOC(=O)Nc2ccc(Cl)cc2Cl)nc(N(C)C)n1
→ -2	-2	-0.7	i	-1	3	-13	0.4	1	-1
> O=C(CCN1CCN(CCO)CC1)Nc1ccccc1
→ -2	2	-0.7	i	1	31	-1	-3.8	-1	3
> CC(C)N(C)Cc1nnnn1CC(=O)N(C)Cc1ccc(F)cc1
→ -1	-1	0.0	i	-2	-5	1	-4.6	1	3
> COc1ccccc1N(CC(=O)N/N=C/c1ccc(SC)cc1)S(C)(=O)=O
→ 5	-1	0.7	i	-8	-8	5	-0.5	-2	-3
> Cc1ccccc1NC(=O)c1cc2ccccn2n1
→ -3	7	0.2	i	-3	-9	-9	-3.5	7	2
> Cc1ccc(S(=O)(=O)N2CCCC2)cc1C(=O)N1CCN(Cc2ccccc2)CC1
→ 3	5	-0.3	i	0	-1	4	-1.2	0	-1
> COC(=O)C(Cc1cnc(Cl)s1)(C(=O)OC)c1ccc([N+](=O)[O-])cc1[N+](=O)[O-]
→ 3	-5	-0.2	i	-23	-9	-11	1.4	2	-1

Screens (PubChem)
